3CLpro inhibitor – SARS-CoV 3CLpro protease inhibition; P0C6X7; recombinant SARS-CoV 3CLpro, quenched FRET peptide cleavage; inhibition, % at 6 µM; 0.14% of 290,000 active; in the data active means inhibition above about 12%
Yp Topo-I inh – inhibitors of Yersinia pestis topoisomerase I; 0.064% of 360,000 active; Y. pestis Topo-I cleavage product accumulation, plate reader; activity, % at 10 µM; in the data active means activity above about 50%, passing the limit was not always enough; inconclusive means no clear call, values can overlap the other calls; further: inactives centre near 2
TcdB inh – blocks C. difficile toxin B glycohydrolase activity. P18177. TcdB glycohydrolase enzymatic assay, plate reader. inhibition, % at 9.99 µM. 0.24% of 350,000 active. AID 652162; in the data active means inhibition above about 10%
BoNT A protease – blocks Botulinum neurotoxin A light chain protease | multiplex microsphere protease substrate cleavage, flow cytometry | inhibition, % at 10 µM | 0.17% of 360,000 active | AID 588499; further: plate controls were buffer without enzyme for full effect and enzyme alone for no effect
PriA SSB inh – inhibitors of Klebsiella pneumoniae PriA binding to SSB C-terminal tail. AlphaScreen SSBct-PriA binding, biotinylated peptide. inhibition, % at 33 µM. 0.6% of 430,000 active. AID 1272365; in the data active means inhibition mostly above about 37%, no sharp cut-off; inactive means mostly below about 20%;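 further: plate controls were negative control peptide for no effect and reference peptide for full effect; strong numbers were not always called active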
Anthrax LF inh2 – anthrax lethal factor protease inhibition | multiplex microsphere protease cleavage assay, LF | inhibition, % at 10 µM | P15917 | 0.12% of 360,000 active | AID 588501; further: plate controls were buffer without enzyme for full effect and enzyme alone for no effect
Target sequence (P15917 whole entry, looked up): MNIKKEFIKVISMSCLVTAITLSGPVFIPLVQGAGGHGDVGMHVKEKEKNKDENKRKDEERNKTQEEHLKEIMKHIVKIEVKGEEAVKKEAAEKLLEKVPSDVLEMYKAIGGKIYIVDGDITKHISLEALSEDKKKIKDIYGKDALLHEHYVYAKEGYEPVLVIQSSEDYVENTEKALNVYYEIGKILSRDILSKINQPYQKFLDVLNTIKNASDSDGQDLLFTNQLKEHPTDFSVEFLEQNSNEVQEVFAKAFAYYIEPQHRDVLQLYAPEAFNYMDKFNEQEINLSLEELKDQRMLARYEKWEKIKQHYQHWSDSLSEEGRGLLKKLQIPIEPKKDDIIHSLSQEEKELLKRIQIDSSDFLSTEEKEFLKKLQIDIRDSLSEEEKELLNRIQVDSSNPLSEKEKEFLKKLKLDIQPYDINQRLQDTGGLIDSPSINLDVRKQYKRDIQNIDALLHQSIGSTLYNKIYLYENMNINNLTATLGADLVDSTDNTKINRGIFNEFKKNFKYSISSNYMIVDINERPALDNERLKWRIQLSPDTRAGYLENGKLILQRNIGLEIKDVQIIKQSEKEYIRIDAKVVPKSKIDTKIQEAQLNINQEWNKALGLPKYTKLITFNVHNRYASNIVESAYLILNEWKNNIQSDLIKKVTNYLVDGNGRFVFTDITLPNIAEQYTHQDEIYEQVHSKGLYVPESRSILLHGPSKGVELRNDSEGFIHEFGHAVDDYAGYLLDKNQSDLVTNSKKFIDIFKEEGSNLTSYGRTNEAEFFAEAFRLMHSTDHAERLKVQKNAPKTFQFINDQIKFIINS
BH1578 lux ind – inducers of Vibrio cholerae quorum light production without autoinducers; V. cholerae BH1578 lux reporter, luminescence, 6 h; activation, % at 18.7 µM; 0.16% of 350,000 active; AID 588436; in the data active means activation mostly above about 9.7%, no sharp cut-off; inconclusive means no clear call, values can overlap the other calls; inactive means mostly below about 3.7%; further: not every result past the cut was called active; inactives centre near 0; reference of the scale not given here
PfHsp40 rescue – compounds rescuing yeast from Plasmodium falciparum HSP40 toxicity. S. cerevisiae expressing PfHsp40, growth rescue, ATP luminescence. growth rescue, % at 12.5 µM. 0.68% of 340,000 active. AID 504582; in the data active means growth rescue above about 28%, passing the limit was not always enough; inconclusive means no clear call, values can overlap the other calls;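 further: yeast W303a lacking pdr1 and pdr3 grown in galactose medium; growth measured after three days at 30 °C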
PrPC surface inh – inhibitors of human cell surface prion protein PrPC | P04156 | TR-FRET read-out | inhibition, % at 13.8 µM | 0.43% of 370,000 active; in the data active means inhibition above about 24%; further: 0% = median of the test wells and 100% = reference compound wells
The depositor's hits bear a star; i = inactive; ? = inconclusive; · = not tested or not shown; & = joins results of further samples. Unless noted, no stated cut-off is given here; in the data, active means inhibition above about 30%; inconclusive means no clear call, values can overlap the other calls; inactive means below that. An excerpt, so the mix of outcomes need not match the whole.

canonical_smiles	3CLpro inhibitor	Yp Topo-I inh	TcdB inh	BoNT A protease	PriA SSB inh	Anthrax LF inh2	BH1578 lux ind	PfHsp40 rescue	PrPC surface inh
Cc1ccc(CN2CC(C(=O)Nc3cccc(C)n3)CC2=O)cc1 (stereo not given)	·	12	0.4	·	-7	·	-2.1	-0.6	6
COc1ccc(C(=O)CNC2=NCCC2)cc1	-4	4	-3.5	-0.1	2	-2	1.3	1.1	6
COc1ccc(C(C)=O)c(Oc2nc(CN3CCOCC3)nc3scc(-c4cccs4)c23)c1	0	12	·	6.6	8	27	-0.5	-0.5	-4
CCOC(=O)c1cc(-c2sc(NC(=O)c3ccccc3)nc2C)n(CCO)n1	·	-5	1.7	-0.5	·	-6	-0.5	·	4
NNC(=O)COc1ccccc1F	4	6	0.7	1.0	-11	0	0.7	0.2	-5
Cc1ccc(S(=O)(=O)NCC(=O)OCC(=O)c2ccc(Cl)s2)cc1	9	19	0.4	0.1	11	-2	-1.7	0.0	-4
CCOC(=O)C1=CN(c2cccc(F)c2)C=C(C(=O)OCC)C1c1cc(OC)c(O)c([N+](=O)[O-])c1	-2	-1	·	-0.7	2	-4	i	1.1	-6
COc1cccc(C2=CC(=O)C[C@H](c3ccc4c(c3)OCO4)C2)c1	·	33	·	0.1	-8	0	i	2.2	·
CCN1CCN(S(=O)(=O)c2ccc(Cl)c(C(=O)N(C)Cc3ccc(F)cc3)c2)CC1	·	7	2.5	-4.9	2	-3	-0.6	-1.2	-10
Cc1ccc(C(=O)C(C)Oc2cccc(NC(=O)c3ccco3)c2)cc1 (stereo not given)	5	14	·	0.2	-3	0	i	0.4	7
Cc1ccc2cccc(OCC(=O)N3CCc4ccccc43)c2n1	4	8	0.5	0.2	-17	-4	4.2	-1.1	-2
Cc1ccc(NC(=O)c2cnn(-c3ccccc3)c2C)c(C)c1	1	0	0.9	1.8	-2	6	i	0.0	4
COc1ccc(S(=O)(=O)N2CCN(Cc3cccc(OC)c3)CC2)cc1	-1	-5	1.0	·	-15	·	-0.7	-1.3	-2
COc1ccc(Cl)cc1NC(=O)NCc1ccco1	2	-4	0.8	-0.2	-9	-2	-0.3	1.2	10
CCOC(=O)c1ccc(NC(=O)C2(c3ccccc3)CCOCC2)cc1	2	2	·	0.4	-2	6	-0.3	-0.2	-1
O=C(CN1CCc2ccccc21)NC(=O)NCc1ccccc1	2	3	0.6	1.0	-8	3	-0.4	-1.1	5
CCCCNC(=O)CS(=O)Cc1nc(-c2ccc(C)cc2)oc1C (stereo not given)	-4	9	1.1	0.0	5	-5	-0.6	1.0	8
N#Cc1ccc(Cn2c(=O)oc3ccccc32)cc1	4	3	1.5	-2.0	-6	-8	i	1.1	1
CN1CCN(c2ccccc2/C=N/NC(=O)c2cccnc2)CC1	-3	-3	1.7	0.6	i	-4	-0.4	-0.7	-4
Cc1cc(NC(=O)CSc2nnc3ccc(-c4ccc(F)cc4)nn23)no1	·	8	1.6	?	-2	?	0.0	0.6	-6
COc1c(F)c(F)c(C(=O)O)c(Nc2ccc(C)cc2C)c1F	4	7	0.9	-0.9	1	-2	-0.3	-0.5	-4
CCOc1ccc(NC(=O)CCn2ccnc2)cc1	3	2	-0.1	0.1	-4	-3	-0.5	-2.1	0
CCCCn1c(=O)n(CC(=O)NCc2ccc(C)cc2)c(=O)c2c1nc(CO)n2CCC	0	6	·	-0.1	-7	2	0.9	-0.9	-3
CSCc1ccc(C(=O)NC(C)c2cnn(-c3ccccn3)c2C)o1 (stereo not given)	-3	2	1.1	-2.2	2	2	·	0.3	1
CN(C(=O)COC(=O)c1cccc(Cl)c1)C1CCS(=O)(=O)C1 (stereo not given)	·	0	1.1	-0.7	-4	0	1.0	-0.5	8
COc1ccc(NC(=S)NCCc2ccc(F)cc2)c(OC)c1	-7	2	-4.7	-0.4	-16	-2	-0.3	-1.0	7
COc1ccc(NC(=O)Cc2ccc(C)cc2)c([N+](=O)[O-])c1	-4	1	·	0.4	9	1	-0.4	1.0	-15
CC1(c2nc3ccccc3[nH]2)c2ccccc2C(=O)N1C1CC1 (stereo not given)	·	·	-0.5	0.2	·	-7	·	·	1
CCCC1=NN(c2ccc([N+](=O)[O-])cc2)C(=O)/C1=C\N(C)C	-5	-10	1.3	0.2	4	2	-0.3	-0.5	-2
Cc1cc(NC(=O)CC(C)C)c(=O)n(Cc2c(F)cccc2Cl)c1	0	5	0.3	·	-8	·	-0.3	0.0	-2
CC(=O)Nc1ccn(-c2ccccc2)n1	-4	1	·	-0.1	-6	-5	-0.5	0.4	1
O=C(CCC(=O)N1CCSc2ccccc21)NCCc1ccccc1	1	11	0.4	-0.6	-5	-11	-0.3	0.9	6
COc1ccc(S(=O)(=O)Nc2cccc3c2O[C@H](CN(C)Cc2ccc(-c4ccccc4)cc2)[C@@H](C)CN([C@H](C)CO)C3=O)cc1	·	5	0.7&7.0	-0.1	3	-4	i	0.3	-1
COc1ccc(SCCN2CCN(C)CCC2=O)cc1	·	37	·	0.0	-4	-10	-0.4	-0.7	-1
COc1ccc(Cl)cc1N/C(N)=N/c1nc(C)cc(=O)[nH]1	-4	-7	0.4	-1.2	·	-4	i	-0.2	32*
CCC(=O)NC(c1ccc(OC)c(OC)c1)c1cc(Cl)c2cccnc2c1O (stereo not given)	1	27	·	2.0	5	1	-1.3	-1.4	7
CCC(C)N(C(=O)CSc1nc2ccc(OC)cc2[nH]1)C1CCS(=O)(=O)C1 (stereo not given)	·	-4	-0.8	-8.5	4	-6	16	-0.2	-13
C[n+]1cn(/N=C/c2ccccc2)c2ccccc21	0	3	·	0.1	·	-1	1.1	-1.4	8
Cn1cc(C=O)c2cc(F)ccc21	1	7	1.9	-0.3	0	0	i	-0.1	-7
CN(C(=O)c1ccc(F)cc1)c1ccccc1C(=O)NCc1ccccc1	2	-8	0.7	-2.6	-3	0	-0.6	-1.8	-7
Cc1cc(C)cc(NC(=O)c2cccc3c2C(=O)N(C2CCCCC2)C3)c1	3	4	·	-1.7	2	0	0.5	-0.5	·
COc1ccc(S[C@@H](CCN2CC[C@H](C)CCC2=O)c2ccccc2)cc1	·	20	1.2	-0.2	-4	4	-1.0	0.5	11
CCn1cc(S(=O)(=O)CC(=O)Nc2ccc3c(c2)OCCO3)c2ccccc21	0	2	·	0.4	-7	-4	-1.6	-0.9	7
COc1cc(OC)cc(C(=O)Nc2ccccc2NC(C)=O)c1	-1	2	·	-0.6	-8	-3	-0.5	-1.0	-8
CCOc1ccccc1CNC(=O)CCNC(=O)Cn1ccc2ccccc2c1=O	0	5	·	1.4	-6	-1	-3.2	0.2	1
CC1=C(C(=O)N2CCC3(CC2)OCCO3)C2(CCC(C)CC2)OC1=O (stereo not given)	4	-4	·	?	5	-1	i	0.4	7
COC(=O)c1cccc(NC(=O)c2nn(C)c(=O)c3ccccc23)c1	6	-4	·	1.0	-9	2	i	0.5	-9
COc1ccccc1NC(=O)CSc1nncn1-c1cccnc1	-7	-3	1.2	-0.3	3	1	-0.6	-0.8	8

Profiles from above. Screens in order: 3CLpro inhibitor | Yp Topo-I inh | TcdB inh | BoNT A protease | PriA SSB inh | Anthrax LF inh2 | BH1578 lux ind | PfHsp40 rescue | PrPC surface inh
Record of CCC(C)N(C(=O)CSc1nc2ccc(OC)cc2[nH]1)C1CCS(=O)(=O)C1 (stereo not given) → · | -4 | -0.8 | -8.5 | 4 | -6 | 16 | -0.2 | -13
Record of COc1cc(OC)cc(C(=O)Nc2ccccc2NC(C)=O)c1 → -1 | 2 | · | -0.6 | -8 | -3 | -0.5 | -1.0 | -8

Later entries.
canonical_smiles	3CLpro inhibitor	Yp Topo-I inh	TcdB inh	BoNT A protease	PriA SSB inh	Anthrax LF inh2	BH1578 lux ind	PfHsp40 rescue	PrPC surface inh
O=[n+]1c2c(n([O-])c3cc(Br)ccc31)CCC2	5	2	·	0.1	-22	3	18	1.4	-43
Cc1cnc([N+](=O)[O-])n1CCOC(=O)NC(=O)c1ccc(C(F)(F)F)cc1	-2	5	1.4	-0.2	-1	-5	i	0.3	-4
Cc1cccc(/C=N/NC(=O)NC2CCCCC2)c1	3	4	-2.5	0.5	·	2	-0.6	0.2	13
CCCCN(C(=O)CSc1nn(-c2ccc(F)cc2)c(=S)s1)c1c(N)n(CCCC)c(=O)[nH]c1=O	·	4	0.6	4.2	-1	6	-2.4	-0.7	-3
CC1CCCC(NC(=O)CSc2nnc(N)s2)C1C (stereo not given)	3	5	·	-0.2	-5	-1	·	-0.4	-2
C/C=C(/C)C(=O)Nc1cccc(C2=NOC3(C2)C[C@H](C(N)=O)N(C(=O)COc2ccc(Cl)cc2)C3)c1 (stereo not given in full)	·	23	1.2	0.0	5	-2	i	-0.4	3
Cc1ccc(-c2nnn(CC(=O)N(Cc3ccco3)C(C(=O)NC3CCCC3)c3cccs3)n2)o1 (stereo not given)	-2	27	·	0.0	11	-4	·	-0.4	10
CCn1nc(CCC(=O)O)c2ccccc2c1=O	1	-7	·	2.7	-9	-1	i	-2.0	4
COc1ccc(C2SCCN2C(=S)Nc2cccc(C(F)(F)F)c2)cc1 (stereo not given)	-5	-1	-5.5	1.1	-16	-2	-0.5	1.1	10
Cc1cc(C(=O)COC(=O)/C=C/c2cccc(Br)c2)c(C)n1C	·	39	1.3	0.2	-9	-2	-4.8	0.0	0
COc1ccccc1CNC(=O)COC(=O)Cc1c(F)cccc1Cl	-5	3	1.0	-1.8	-3	-3	0.4	-1.0	-5
O=[N+]([O-])c1ccccc1/C=C\C=N\N1CCN(c2ccccc2)CC1	8	-6	0.9	-1.1	·	-4	i	3.2	4
Cc1cc(C=NCCO)c(C)n1-c1cc(Cl)ccc1Cl	-1	3	0.4	-0.5	2	-2	i	1.1	2
CCCCc1cc(=O)oc2cc(OCC(=O)NCCN3CCOCC3)c(Cl)cc12	-1	11	1.1	3.8	-4	1	i	-1.6	4
Cn1c(SCc2ccc(F)cc2Cl)nc2ccccc2c1=O	·	40	0.8	0.3	-2	1	i	2.5	1
CCC1Oc2ccccc2N(CC(=O)NCCCN2CCCCC2CC)C1=O (stereo not given)	2	-8	-0.1	-0.1	-10	-1	i	0.5	1
O=C(COC(=O)c1ccc(OC(F)F)cc1)NCCNC(=O)COC(=O)c1ccc(OC(F)F)cc1	1	-3	1.9	-1.1	-37	-3	-0.1	-0.7	1
CCOc1ccccc1N1CC(C(=O)NNC(=O)c2ccc(F)cc2)CC1=O (stereo not given)	·	-1	-0.3	1.9	-8	-5	-2.3	1.1	11
N#CC1CN(C(c2ccccc2)c2ccccc2)C1	7	-1	0.1	-0.7	-11	-1	i	-2.2	-1
N#CCN=C(c1ccccc1)c1ccccc1	·	1	0.6	0.1	0	2	-0.4	-1.8	-5
CN(C)CCN1C(=O)C(=O)/C(=C(/O)c2ccc(F)cc2)C1c1ccccc1F (stereo not given)	3	-9	·	1.2	·	-10	i	-0.1	-3
COCCNC(=O)C1CCCN(S(=O)(=O)c2c(C)noc2/C=C/c2cccs2)C1 (stereo not given)	-1	3	0.9	-0.4	-2	-5	0.0	-0.6	4
CCc1ccc(NC(=O)CSc2nc(=O)n3cc(C)ccc3n2)cc1	·	3	1.8	·	0	·	-0.2	-1.6	6
CCCC(=O)Nc1nc2ccc(NC(=O)c3ccc(Br)o3)cc2s1	-4	-9	·	-0.2	-5	5	3.6	2.2	10
O=C(C1=COCCO1)N(Cc1nnc(-c2ccccc2Cl)o1)C1CC1	·	6	2.1	-2.1	6	-5	-3.8	-0.8	3
O=C1OC(c2ccc(F)cc2)=N/C1=C\c1ccc(Br)o1	1	-11	-0.9	0.4	-1	-1	-0.4	0.6	0
